Assay outcomes from PubChem BioAssay.
PG9 Ab binder – binds the HIV-1 gp120 antibody PG9; actives 0.43% (n = 360,000); inhibition, % at 6.7 µM; AID 624416; TR-FRET gp120-PG9 antibody binding; in the data active = inhibition above about 8.5%
HTRA1 inh – inhibitors of human serine peptidase HTRA1; inhibition, % at 5.96 µM; Q92743; recombinant HTRA1, FP-rhodamine activity-based probe, fluorescence polarization; actives 0.5% (n = 340,000); in the data active = inhibition above about 36%;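 also: 0% = enzyme with DMSO and 100% = wells lacking enzyme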
Target sequence (Q92743 whole entry, looked up): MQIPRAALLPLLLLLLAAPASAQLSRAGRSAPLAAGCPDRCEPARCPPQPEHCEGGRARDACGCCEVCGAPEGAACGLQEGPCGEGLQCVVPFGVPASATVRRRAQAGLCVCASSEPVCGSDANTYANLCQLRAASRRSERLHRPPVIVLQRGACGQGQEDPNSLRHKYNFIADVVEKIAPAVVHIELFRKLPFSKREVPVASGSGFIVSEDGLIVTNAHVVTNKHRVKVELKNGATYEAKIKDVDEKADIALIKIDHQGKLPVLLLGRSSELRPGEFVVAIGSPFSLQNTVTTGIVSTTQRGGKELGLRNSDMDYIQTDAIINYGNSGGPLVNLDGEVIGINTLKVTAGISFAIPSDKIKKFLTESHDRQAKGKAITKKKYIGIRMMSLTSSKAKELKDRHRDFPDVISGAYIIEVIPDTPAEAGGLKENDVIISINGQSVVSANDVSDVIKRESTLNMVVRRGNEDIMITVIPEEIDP
ARFGAP1 inhibitor – inhibits rat ARF GTPase activating protein 1; Q62848; Arfgap1-stimulated ARF1 GTP hydrolysis, GDP FP detection; inhibition, % at 16.5 µM; actives 0.26% (n = 360,000); AID 651572;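 active = inhibition above a per-plate limit, mean inhibition of low control wells plus 3 SD, cut at about 25% in these data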;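 also: 0% = DMSO wells with enzyme and 100% = wells lacking Arfgap1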
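Repeats: one replicate per compound; assay system: rat Arfgap1 catalytic domain, aa 1-136; times: enzyme reaction 120 min at 25 °C after 20 min preincubation; detection: FP of antibody-bound GDP Alexa 633 tracer, ex 620/em 688 nm; benchmarks: high control wells lacking Arfgap1, low control full reaction with DMSO; reagent: human ARF1(Δ1-17)-GTP substrate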
SMARCA2 act – increases SMARCA2 function in MMTV reporter cells; AID 652017; actives 1% (n = 370,000); activation, % at 9.1 µM; MG213 cells, MMTV-luciferase reporter, dexamethasone, overnight; in the data active = activation above about 7.8%;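 also: 0% = vehicle wells and 100% = reference activator wells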
ASAP1 inh – inhibitors of human ASAP1 ArfGAP activity; ASAP1-stimulated ARF1 GTP hydrolysis, GDP FP detection; inhibition, % at 16.5 µM; actives 0.19% (n = 360,000); AID 624377; in the data active = inhibition above about 25%;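 also: 0% = vehicle with enzyme and substrate and 100% = no enzyme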
rCAG binder – r(CAG) repeat RNA binding. TO-PRO-1 dye displacement fluorescence. inhibition, % at 3 µM. actives 1.3% (n = 370,000);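 active = inhibition above the plate cutoff, the mean of all test compounds on that plate plus 3 SD, cut at about 35% in these data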;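 also: 0% = DMSO alone and 100% = 100 µM mitoxantrone as full dye displacement; higher means more dye released from RNA so lower well fluorescence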
mABHD4 FP – inhibits mouse alpha/beta hydrolase domain 4. purified mABHD4, FP-Rh probe fluorescence polarization. inhibition, % at 8.92 µM. AID 720543. actives 0.54% (n = 370,000);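 active = inhibition exceeding the mean over every tested compound plus 3 SD, cut at about 30% in these data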;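 also: 0% = plate median of compound wells and 100% = S159A mutant with DMSO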
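system = mouse ABHD4 enzyme, wild type | medium = HEPES pH 7.0, NaCl, Pluronic buffer | also added = FP-Rh probe | incubation = Enzyme–compound pre-incubation 45 min, then probe 60 min, both 25 °C | technique = fluorescence polarization, excitation 525 nm, emission 598 nm, BODIPY TMR filters | controls = S159A mutant high control, sample median low control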
Rev-erbA mod – Rev-erb alpha (human) modulation | P20393 | Rev-erbα–FITC-DNA binding, fluorescence polarization, 90 min | activity, % at 10 µM | actives 0.79% (n = 370,000) | AID 1259318;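 active = activity above about 14%, limit read from the data; passing the limit was not always enough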;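 also: 0% = DMSO wells with 35 nM protein and 100% = DMSO wells with 750 nM protein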
Target sequence (P20393 whole entry, looked up): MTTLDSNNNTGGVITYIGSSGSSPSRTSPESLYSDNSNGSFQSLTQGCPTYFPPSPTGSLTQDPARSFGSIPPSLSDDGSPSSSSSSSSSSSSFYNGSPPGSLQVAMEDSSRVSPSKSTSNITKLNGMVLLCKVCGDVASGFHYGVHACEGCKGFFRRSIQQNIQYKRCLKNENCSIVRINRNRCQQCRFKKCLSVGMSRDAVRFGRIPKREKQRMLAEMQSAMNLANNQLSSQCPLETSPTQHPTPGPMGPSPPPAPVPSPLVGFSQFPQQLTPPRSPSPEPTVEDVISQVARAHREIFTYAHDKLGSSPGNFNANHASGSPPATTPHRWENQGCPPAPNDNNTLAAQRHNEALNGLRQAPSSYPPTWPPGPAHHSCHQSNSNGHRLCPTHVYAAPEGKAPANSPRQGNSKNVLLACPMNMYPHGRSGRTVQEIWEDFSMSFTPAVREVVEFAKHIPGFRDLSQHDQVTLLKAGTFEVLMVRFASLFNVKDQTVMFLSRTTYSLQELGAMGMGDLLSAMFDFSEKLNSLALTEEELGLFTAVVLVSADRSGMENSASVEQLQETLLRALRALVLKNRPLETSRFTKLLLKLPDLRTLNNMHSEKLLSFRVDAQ
GC-B act – GC-B (human) receptor activation. HEK293-GC-B cells, CNP EC30, cGMP TR-FRET; 0% at EC30 CNP, 100% saturating CNP. activation, % at 10 µM. actives 0.11% (n = 370,000). AID 1920062;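 active = activation at 10 µM reaching about 35% in either raw or pattern-adjusted values, limit read from the data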
NPR1 activator – GC-A (human) enzyme activation; activation, % at 10 µM; actives 0.14% (n = 370,000); AID 1671463; HEK293 GC-A cells, cGMP TR-FRET, EC30 ANP; 0% at EC30 ANP, 100% saturating ANP; P16066; in the data active = activation above about 40%
* = called active by the depositor; · = not tested or not shown; & = joins results of further samples. This is a random part of the collection; about 4.4% have a hit in one of these screens.

SMILES	PG9 Ab binder	HTRA1 inh	ARFGAP1 inhibitor	SMARCA2 act	ASAP1 inh	rCAG binder	mABHD4 FP	Rev-erbA mod	GC-B act	NPR1 activator
CC1=C(C(=O)N(C(C)C)C(C)C)CC(CC(=O)NCCN2CCOCC2)C(=O)N1CCCN1CCCC1=O (stereo unspecified)	-1.7	·	-7	-2	9	-2	-8	-2	-4	-2
CCCN1CCS(=O)(=O)N(Cc2cn(Cc3ccc(F)cc3)nn2)C(C(=O)OC)C1 (stereo unspecified)	·	·	·	0	·	-1	-2	-4	7	-1
NC(=O)c1nn(-c2ccccc2)nc1NC(=O)CN1CCOCC1	-3.3	-3	7	4	4	2	0	3	0	2
O=C(Cc1ccc(-c2ccccc2)cc1)NCc1cccnc1	-0.1	-1	-3	0	-3	1	-8	0	0	3
OCCC1CN(Cc2nc3ccccc3[nH]2)CCN1C1CCCC1 (stereo unspecified)	-1.1	4	8	-4	-10	0	-5	-1	2	-1
CCCn1c(N)c(C(=O)CSc2nnc3n2CCCCC3)c(=O)n(C)c1=O	-0.8	3	14	-2	-6	2	8	2	0	5
Cc1ccc(NC(=S)N2CCN(Cc3ccccc3)CC2)c(C)c1	0.5	-2	-11	-2	9	-4	5	-2	1	-2
CC1(C)CC(NS(=O)(=O)c2ccccc2)CC(C)(C)N1	-0.6	-2	9	-2	10	-1	7	2	3	0
O=C(O)CC(NS(=O)(=O)Cc1ccccc1)c1cccc([N+](=O)[O-])c1 (stereo unspecified)	1.9	-5	-2	1	-4	15	0	0	3	4
O=C1c2cccc3cccc(c23)C(=O)N1c1ccncc1	0.0	0	-13	2	-10	-2	-1	5	4	5
COc1ccc(NC(=O)CSc2nnnn2C)c([N+](=O)[O-])c1	-0.5	7	-3	-5	-12	2	5	2	-4	-1
COc1ccc(CCNCc2ccc(OCc3ccc(Cl)nc3)c(OC)c2)cc1OC	2.3	5	5	0	-6	6	-2	-1	-13	-4
Cc1nc2cc(NC(=O)N3CCCCC3)ccc2n1C	1.6	1	-1	0	-9	1	-3	3	-12	0
COc1ccc(NC(=O)N2CCN(C(=O)c3ccco3)CC2)c(OC)c1	-0.1	2	3	-1	9	-4	4	-2	-2	0
CC(C)(C)NC(=O)COC(=O)c1snc(C(=O)NC2CCCCC2)c1N	-3.0	-6	17	-3	2	-12	-8	-3	3	4
COc1ccc(CCNC(=O)c2cc(-c3ccc4c(c3)OCO4)on2)cc1OC	·	-3	·	·	·	·	·	6	-3	2
COc1ccc(C(=O)CSc2nnc(NC(=O)C3CC(=O)N(c4ccccc4)C3)s2)cc1 (stereo unspecified)	0.6	-2	20	-3	1	7	-8	0	-2	1
O=C(Nn1cnnc1)c1ccc(OC(F)(F)C(F)C(F)(F)F)cc1 (stereo unspecified)	-0.9	-19	2	-4	7	22	-18	1	5	1
O=C(CSc1nnc(-c2ccco2)o1)c1ccc(F)c(F)c1	2.6	3	-1	-2	0	2	-1	6	5	-1
CN(CCCOC(=O)c1occ2ccccc12)C1CN(Cc2cn(Cc3ccccc3Cl)nn2)S(=O)(=O)C1 (stereo unspecified)	·	·	·	1	·	5	10	3	-1	-5
Brc1ccccc1/C=N/Nc1ccccn1	-2.0	-7	-5	-1	-3	-1	8	1	-3	-3
Cc1cnc(NC(=O)C2(C)CCN2C(=O)C(C)C)s1 (stereo unspecified)	1.0	·	-5	-1	-10	2	2	-7	-4	3
COc1ccc(-n2c(COc3ccc(Cl)cc3)nnc2SCC(=O)Nc2ccc3c(c2)OCO3)cc1	·	·	·	-1	·	10	-4	-8	-3	-11
N#C/C(=N\Nc1c(Cl)cccc1Cl)C(=O)NN	-9.0	13	5	-1	-6	5	16	6	-1	-1
CN(C)S(=O)(=O)N1CCN(c2ccccc2)CC1	-2.8	1	-7	-2	-11	-3	2	4	-1	3
O=S(=O)(Nc1nc2ccccc2nc1Nc1ccc2c(c1)OCO2)c1ccc(F)cc1	-1.9	13	4	-2	10	7	2	9	2	1
CCc1noc(C)c1C(=O)N(C)CC(=O)Nc1ccccc1C(F)(F)F	-0.1	-3	-4	0	-11	-2	2	-2	1	6
C[C@@H]1COC(=O)[C@H](Cc2ccc(F)cc2)C/C=C\C[C@@H](CC(=O)NCCO)C(=O)N1	2.1	-1	2	-1	14	-8	-1	3	2	-2
FC(F)c1nnc2ccc(Cl)nn12	-0.6	5	-5	-1	6	1	-6	-3	4	4
CC(C)CCN(C(=O)c1csnn1)C(C(=O)NC1CCCCC1)c1ccc(F)cc1 (stereo unspecified)	0.3	-8	7	-2	-4	0	-7	-2	-1	-8

A draw from above in order of molar mass, lowest first.
SMILES	PG9 Ab binder	HTRA1 inh	ARFGAP1 inhibitor	SMARCA2 act	ASAP1 inh	rCAG binder	mABHD4 FP	Rev-erbA mod	GC-B act	NPR1 activator
N#C/C(=N\Nc1c(Cl)cccc1Cl)C(=O)NN	-9.0	13	5	-1	-6	5	16	6	-1	-1
CCc1noc(C)c1C(=O)N(C)CC(=O)Nc1ccccc1C(F)(F)F	-0.1	-3	-4	0	-11	-2	2	-2	1	6
CC(C)CCN(C(=O)c1csnn1)C(C(=O)NC1CCCCC1)c1ccc(F)cc1 (stereo unspecified)	0.3	-8	7	-2	-4	0	-7	-2	-1	-8

Next section
SMILES	PG9 Ab binder	HTRA1 inh	ARFGAP1 inhibitor	SMARCA2 act	ASAP1 inh	rCAG binder	mABHD4 FP	Rev-erbA mod	GC-B act	NPR1 activator
CCOC(=O)C[C@H]1c2ccccc2S(=O)(=O)N1Cc1cc(OC)c(OC)c(OC)c1	-0.5	-2	-2	-1	4	-3	1	-2	2	-1
CCCN(C(=O)c1cccs1)c1c(N)n(Cc2ccccc2)c(=O)[nH]c1=O	-0.1	4	-2	0	-15	1	1	4	2	2
O=C(NC1CCCCCC1)c1ccco1	-1.5	4	-1	1	-7	-1	-1	-1	1	-1
COc1ccc(C2C(=O)c3ccccc3C2=O)cc1	-2.8	1	-6	-2	-8	4	0	-6&2	0	-1
COc1ccc(NC(=O)N(C)C[C@H]2OCc3cn(nn3)CCCC(=O)N([C@@H](C)CO)C[C@@H]2C)cc1	2.4	4	12	-3	-4	3	3	-4	-4	3
COCCCNC(=O)C1CCC(CNS(=O)(=O)c2ccc(OC)cc2)CC1 (stereo unspecified)	3.4	6	1	-2	-5	-5	5	-6	1	1
CC1CCc2cc(F)ccc2N1C(=O)CSc1nnc2c(n1)[nH]c1ccc(F)cc12 (stereo unspecified)	-0.9	-6	-3	7	-7	6	-5	-2	-1	-2
COc1ccc(CN(C)CC(=O)Nc2c(C)cccc2C)c(OC)c1	0.2	-4	7	4	-4	-6	0	-1	-1	-4
CC(C)CCn1c(N2CCCC2)nc2c1c(=O)n(C)c(=O)n2C	0.2	6	7	0	-12	-11	-1	-4	-5	1
CCCCN(CC)C(=O)CN1C(=O)c2ccccc2C1=O	-0.1	5	6	0	-9	-7	8	-6	-2	1
CCCCNC(=O)C[C@H]1C[C@@]2(C(=O)OC)C(=C[C@H](COCc3ccccc3)O[C@@H]2C)N(Cc2ccccc2)C1=O	·	·	·	-3	·	4	2	1	0	2
Cc1ccc(C)c(NC(=O)COC(=O)COc2cccc3c2OC(C)(C)C3)c1	-2.8	-5	3	4	7	-6	1	-1	-5	-3
CN(C)N=Nc1ccc(S(=O)(=O)NC(=O)Cc2ccccc2)cc1	0.0	-5	-15	-3	-7	-2	7	1	-1	5
COc1cccc(N2CC(C(=O)NNC(=O)c3ccc(Cl)cc3)CC2=O)c1 (stereo unspecified)	1.4	-5	-7	0	-6	-3	6	-8	4	2
Fc1cccc(CCN2CCNC[C@H]2Cc2cccc3ccccc23)c1	-1.1	0	5	0	3	8	7	-2	-10	-2
Nc1nnc(-c2ccccc2)s1	-2.0	9	7	1	0	1	1	1	-2	-3
O=C(C1CCC1)N1CCc2cc(S(=O)(=O)NCCN3CCN(c4ccccc4F)CC3)ccc21	-4.0	-11	10	-1	1	-5	-3	-4	-4	-6
Cc1cc(C)c(S(=O)(=O)N2CCN(C(=O)C3CCCO3)CC2)c(C)c1 (stereo unspecified)	-1.1	4	9	-1	16	-1	1	2	3	-2
Cc1cc(C)nc(CCNC(=O)c2cc(COc3ccc(F)cc3F)on2)n1	-1.6	3	11	0	16	-6	2	-3	0	9
O=C(CSc1ncnc2nc[nH]c12)Nc1ccccc1C(F)(F)F	-1.2	-6	-12	-2	-6	-1	-7	8	-4	1
NS(=O)(=O)c1ccc(CNC(=O)CCC2CCCCC2)cc1	1.1	0	-18	2	1	2	10	5	-2	1
CC(NC(=O)Cc1cccs1)c1ccncc1 (stereo unspecified)	2.3	-2	-4	-3	-8	2	4	2	-1	-1
Cn1c(COc2ccccc2)nnc1SCCC(=O)Nc1ccccc1	-0.1	4	14	-1	-1	-7	-4	-2	2	-3
Cc1c(NC(=O)CSc2nnc(-c3ccccc3F)o2)c(=O)n(-c2ccccc2)n1C	-0.6	5	13	-2	-1	4	2	6	11	-1
COc1ccc(NC(=O)COC(=O)c2ccc(S(=O)(=O)N3CCCC3)cc2)cc1OC	-1.9	5	-2	0	-10	1	-1	2	-4	-1
Brc1ccc(C2=CC(c3cccs3)n3ncnc3N2)cc1 (stereo unspecified)	1.8	-47	3	-2	5	-216	-8	10	7	0
Cc1ccc(C)c2nc(SCC(=O)Nc3ccc4c(c3)OCO4)c(C#N)cc12	-1.6	3	2	2	7	-2	1	-1	0	2
Cc1ccc2[nH]c(C)cc(=S)c2c1	6.2	-25	-4	4	-12	-1	-2	13	-7	-7
Cc1cc(CN(C)C(=O)CC2C(=O)NCCN2Cc2c(F)cccc2Cl)on1 (stereo unspecified)	-1.2	10	0	-1	-13	-5	0	-2	1	2
CC(OC(=O)/C(C#N)=C/c1ccco1)C(=O)N(C)c1ccccc1 (stereo unspecified)	0.1	-8	-4	-1	-13	6	-7	-2	5	-2

Overlap with the part before: 2 entries, followed by the next part.
SMILES	PG9 Ab binder	HTRA1 inh	ARFGAP1 inhibitor	SMARCA2 act	ASAP1 inh	rCAG binder	mABHD4 FP	Rev-erbA mod	GC-B act	NPR1 activator
Cc1cc(CN(C)C(=O)CC2C(=O)NCCN2Cc2c(F)cccc2Cl)on1 (stereo unspecified)	-1.2	10	0	-1	-13	-5	0	-2	1	2
CC(OC(=O)/C(C#N)=C/c1ccco1)C(=O)N(C)c1ccccc1 (stereo unspecified)	0.1	-8	-4	-1	-13	6	-7	-2	5	-2
CC(C)(C)C1CCc2c(sc(NC(=O)C3CCCO3)c2C(N)=O)C1 (stereo unspecified)	0.8	-24	0	-2	10	5	-2	-2	5	9
O=C(NCc1ccccc1)C1CCN(c2nc(-c3ccccc3)nc3c2CCC3)CC1	0.3	-51	7	-1	2	5	-23	12	-12	0
O=C(Nc1cc(F)cc(F)c1)c1sc(Cl)nc1-c1ccccc1	9.6*	-23	0	-1	21	-1	-7	19	-9	-4
CCCNC(=O)[C@H]1N2C(=O)c3c(ccc(OC)c3OC)C2SC1(C)C (stereo partly specified)	-0.4	2	3	0	2	-6	-1	-1	1	3
COc1ccc(OCC(=O)N/N=C/c2cccn2-c2cccc(C(=O)O)c2)cc1	-0.2	1	7	0	4	16	6	-1	0	2
O=C(NCC1COc2ccccc2O1)c1ccc(NC(=O)C(Cl)Cl)cc1 (stereo unspecified)	·	·	·	-1	·	4	-7	-8	-8	-3
Cc1ccsc1/C=N/NC(=O)c1cccc(S(=O)(=O)Nc2ccccc2Cl)c1	-1.3	14	-3	-4	-17	47*	-1	-6	-3	-5
